# Screens as filed in PubChem.
# G9a block: inhibitors of human histone lysine methyltransferase G9a; G9a H3K9 monomethylation, AlphaScreen, 2 h; Potency, µM (highest dose often 102 µM), for inactives: top-dose activity, negative = inhibition, most hits filed as inhibitors; 8.8% of 350,000 active; AID 504332; also: % is scaled to controls: 0 for no effect and ±100 for the full control effect; nearly all actives have a fitted effect of over 75% in size
# Target sequence (Q96KQ7 913-1193 limits assumed): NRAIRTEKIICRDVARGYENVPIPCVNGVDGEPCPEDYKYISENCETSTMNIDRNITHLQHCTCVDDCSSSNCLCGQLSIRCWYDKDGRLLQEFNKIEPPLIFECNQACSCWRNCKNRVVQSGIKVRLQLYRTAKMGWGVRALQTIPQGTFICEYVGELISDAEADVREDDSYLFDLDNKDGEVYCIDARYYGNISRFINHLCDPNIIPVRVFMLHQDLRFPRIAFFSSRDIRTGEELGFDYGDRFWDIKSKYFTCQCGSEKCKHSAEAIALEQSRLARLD
#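 Step 1: enzyme (final 20 nM) with compound, 15 min RT. Step 2: substrate peptide 500 nM and SAM 20 uM, 2 h RT. Step 3: anti-H3K9me1 antibody and AlphaScreen beads, 10 min, then plate read.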
# Apoferritin bind: binds horse apoferritin like a general anesthetic | P02791 | apoferritin/1-aminoanthracene competitive binding, fluorescence | Potency, µM (titrated, usually from 77.5 µM), without a hit: at the top dose activity change, negative = displacement, most hits filed as inhibitors | 0.074% of 350,000 active | AID 485281; also: % is scaled to controls: 0 for no effect and ±100 for the full control effect; nearly all actives have a fitted effect of over 20% in size
# Target sequence (P02791 2-175 limits assumed): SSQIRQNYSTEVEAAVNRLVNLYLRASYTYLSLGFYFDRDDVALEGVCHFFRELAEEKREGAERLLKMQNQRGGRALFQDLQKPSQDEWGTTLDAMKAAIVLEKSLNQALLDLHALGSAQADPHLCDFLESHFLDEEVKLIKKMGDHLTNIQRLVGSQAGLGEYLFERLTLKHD
#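 10 uM apoferritin + 50% sat. 1-AMA, PBS; cpd 10 min RT; Ex380/Em535 endpoint; normalized to free probe vs complex; 4-param Hill fit; propofol titration as pos. ctrl.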
# Pol beta inh: blocks human DNA polymerase beta activity; Potency, µM (titrated, usually from 114 µM), without a hit: at the highest dose activity change, negative = inhibition, hits mostly inhibitors; 1.3% of 340,000 active; P06746; Pol beta primer extension/strand displacement, fluorescence kinetic; also: % is scaled to controls: 0 for no effect and ±100 for the full control effect
#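 Kinetic readout of DNA synthesis with strand displacement by Pol beta. Compound and 10 nM enzyme sit 15 min at room temperature; 50 nM substrate starts the reaction, read immediately and at 10 min.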
# Pol kappa inh: inhibitors of human DNA polymerase kappa; Q9UBT6; 0.53% of 400,000 active; purified Pol kappa, fluorescent DNA synthesis assay, 10 min; Potency, µM (titrated, usually from 107 µM), inactives show top-dose activity, negative = inhibition, hits mostly inhibitors; also: % is scaled to controls: 0 for no effect and ±100 for the full control effect
#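 Activity was followed as the change in fluorescence between reads at 0 and 10 min after starting the reaction with 50 nM substrate. Beforehand, 10 nM polymerase had been preincubated with compound for 15 min at room temperature.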
# BLM helicase inh: Bloom syndrome helicase (human) inhibition; P54132; recombinant BLM DNA unwinding, fluorescence dequenching; Potency, µM (top dose mostly 56.1 µM), for inactives: at the highest dose activity change, negative = inhibition, most hits filed as inhibitors; 0.2% of 350,000 active; AID 2528;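 also: plate controls were vehicle for no effect and no enzyme for full effect; nearly all actives have a fitted effect of over 35% in size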
# POLH inh: blocks human DNA polymerase eta activity | Q9Y253 | recombinant Pol eta, fluorescent DNA replication assay | Potency, µM (doses to about 114 µM), without a hit: at the top dose activity change, negative = inhibition, hits mostly inhibitors | 1.2% of 390,000 active | AID 588591; also: % is scaled to controls: 0 for no effect and ±100 for the full control effect
#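 Pol eta (10 nM) was preincubated with compounds for 15 min at room temperature, after which fluorescent replication substrate (50 nM final) was added to start the reaction. Fluorescence was read kinetically at 0 and 10 min.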
# BAZ2B block: blocks human BAZ2B; Q9UIF8; AlphaScreen BAZ2B-H3K14Ac peptide displacement; Potency, µM (doses to about 114 µM), inactives show top-dose activity change, negative = inhibition, usual class: inhibitors; 4.4% of 360,000 active; AID 504333; also: % is scaled to controls: 0 for no effect and ±100 for the full control effect; nearly all actives have a fitted effect of over 60% in size
#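 Multi-concentration screen (max 110 uM) measuring displacement of acetylated histone H3 peptide from BAZ2B by AlphaScreen, using 50 nM protein, 50 nM peptide and 10 ug/mL streptavidin donor plus Ni-chelate acceptor beads.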
# POLI inh: blocks human DNA polymerase iota activity; 1% of 390,000 active; Pol iota fluorescent replication assay, 10 min; Potency, µM (doses to about 115 µM), for the others: at the top dose activity, negative = inhibition, actives largely listed as inhibitors; Q9UNA4; AID 588590
#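 Pol iota at 10 nM preincubated 15 min with compounds at room temperature; reaction started with fluorescent substrate, 50 nM final. Fluorescence read kinetically at 0 and 10 min; buffer-only wells as negative control.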
# APE1 inh: inhibitors of human APE1 endonuclease. 0.35% of 350,000 active. recombinant APE1, TAMRA/BHQ-2 abasic DNA cleavage fluorescence. AID 2517. P27695. Potency, µM (doses to about 65.8 µM), without a hit: top-dose activity change, negative = inhibition, most hits filed as inhibitors;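 also: plate controls were vehicle for no effect and reference inhibitor for full effect; nearly all actives have a fitted effect of over 55% in size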
# Target sequence (P27695 whole entry, looked up): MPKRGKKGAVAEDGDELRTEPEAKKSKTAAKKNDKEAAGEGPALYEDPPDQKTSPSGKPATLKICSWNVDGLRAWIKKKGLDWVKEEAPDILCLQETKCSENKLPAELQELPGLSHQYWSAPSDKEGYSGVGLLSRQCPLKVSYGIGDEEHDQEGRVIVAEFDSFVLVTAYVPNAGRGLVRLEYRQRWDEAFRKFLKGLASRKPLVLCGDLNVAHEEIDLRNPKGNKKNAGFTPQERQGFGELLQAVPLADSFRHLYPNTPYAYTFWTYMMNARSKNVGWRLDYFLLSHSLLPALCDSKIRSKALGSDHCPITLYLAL
#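 Step 1: APE1 (0.75 nM) with compound, 15 min RT. Step 2: add 50 nM fluorophore/quencher THF duplex. Step 3: three fluorescence reads 60 s apart (525/598 nm); read 3 minus read 1 = reaction progress.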
# The depositor's hits bear a star; ? = inconclusive; · = no result given; & = joins results of further samples; [ ] = remark or other dose. Calls follow the shape of the dose curve; as a rule, active = well fitted curve in the direction sought with a large enough effect; inconclusive = small, poorly fitted or top-dose-only effect, or another doubt; inactive = no such curve, though single readings can be large; an effect the other way counts as inactive or inconclusive. Potency is read from the fitted curve at half-maximal effect.
1) COc1cccc(-n2c(C)nc3ccccc3c2=O)c1
2) C[C@H]1CC[C@@]2(C)[C@@H](CC[C@@H]3[C@@H]2CC[C@]2(C)[C@@H](O)CC[C@@H]32)C1
3) O=C(N/N=C/c1c(O)n(C2CCCCC2)c(=S)[nH]c1=O)c1ccccc1
4) O=c1c2ccccc2nc(-c2ccccc2)n1-c1cccc(O)c1
5) Nc1ccccc1C(=O)c1ccccc1
6) CC(C)(C)c1cc([N+](=O)[O-])cc(C(C)(C)C)c1O
7) O=C1C[C@@H](c2ccc(O)cc2)Oc2cc(O)cc(O)c21
8) N/C(=N\[N+](=O)[O-])N1CCN(C(=O)Oc2ccccc2)CC1
entry no.	1	2	3	4	5	6	7	8
G9a block	-29%[59 µM]	11%[59 µM]	?	-22%	-3%	-24%	-10%	17%
Apoferritin bind	-1%	-12%	-1%	2%	?	-14%	?	1%
Pol beta inh	68%	0%	20%	1%	11%	1%	-19%	3%
Pol kappa inh	-7%	0%	10%	-3%	10%	-2%[60.1 µM]	-2%	-26%
BLM helicase inh	1%	-9%	-4%	2%	-2%	0%	1%	-4%
POLH inh	1%	18%	-10%	-21%	-2%	-13%	-14%	-3%
BAZ2B block	0%	-22%	-1%	-21%	-24%	-9%	0%	1%
POLI inh	10%	27%	25%	85%[activator]	24%	9%	11%	21%
APE1 inh	-11%	-4%	-4%	0%	9%	11%	-2%	22%

# Overlap with the part before: 4 compounds, followed by the next part.
5) Nc1ccccc1C(=O)c1ccccc1
6) CC(C)(C)c1cc([N+](=O)[O-])cc(C(C)(C)C)c1O
7) O=C1C[C@@H](c2ccc(O)cc2)Oc2cc(O)cc(O)c21
8) N/C(=N\[N+](=O)[O-])N1CCN(C(=O)Oc2ccccc2)CC1
9) O=C(O)CCn1cc(C=C2C(=O)NC(=O)NC2=O)c(-c2cc3ccccc3oc2=O)n1
10) C=CCN1C(=O)NC(=O)/C(=C/c2cccn2C)C1=O
11) O=C(NCCSc1c(-c2ccccc2)[nH]c2ccccc12)c1ccc(S(=O)(=O)N2CCOCC2)cc1
12) O=C(C(Cc1ccccc1)NS(=O)(=O)c1cccc2nsnc12)N1CCC2(CC1)OCCO2 (configuration not stated)
13) CCCC(C)(COC(N)=O)COC(N)=O
14) Cc1ccc(Cl)cc1N1CCN(C(=O)c2cn(CC(C)C)c(=O)c3c2c2ccccc2n3C)CC1
15) CCCc1c(C)nc(SCC(=O)C(C)(C)C)nc1OC(=O)N(C)C
16) CC(C)c1ccc2[nH]c(O)c(N=NC(=O)c3cccc(S(=O)(=O)Nc4ccc(Cl)cc4)c3)c2c1
entry no.	5	6	7	8	9	10	11	12	13	14	15	16
G9a block	-3%	-24%	-10%	17%	?	50µM*	?	-3%[2.33 µM]	34%[59 µM]	?	2%	-1%
Apoferritin bind	?	-14%	?	1%	?	-22%	-7%	-5%	·	3%	5%	-11%
Pol beta inh	11%	1%	-19%	3%	-5%	2%	18%	0%	·	3%	15%	-4%
Pol kappa inh	10%	-2%[60.1 µM]	-2%	-26%	-10%	-9%	-3%	-1%	-5%[60.1 µM]	-1%	-2%	0%
BLM helicase inh	-2%	0%	1%	-4%	3%	-1%	-6%	2%	-9%	-13%	-3%	-2%
POLH inh	-2%	-13%	-14%	-3%	5%	0%	-20%	4%	·	-24%	0%	-17%
BAZ2B block	-24%	-9%	0%	1%	?	1%[57.1 µM]	-14%	0%	·	?	8%	-17%
POLI inh	24%	9%	11%	21%	?	?	18%	3%	·	16%	218%[activator]	122%[activator]
APE1 inh	9%	11%	-2%	22%	-8%	0%	·	-1%	2%	·	-5%	0%

# Among those listed so far, 2 contain two or more sulfur atoms:
11) O=C(NCCSc1c(-c2ccccc2)[nH]c2ccccc12)c1ccc(S(=O)(=O)N2CCOCC2)cc1
12) O=C(C(Cc1ccccc1)NS(=O)(=O)c1cccc2nsnc12)N1CCC2(CC1)OCCO2 (configuration not stated)
entry no.	11	12
G9a block	?	-3%[2.33 µM]
Apoferritin bind	-7%	-5%
Pol beta inh	18%	0%
Pol kappa inh	-3%	-1%
BLM helicase inh	-6%	2%
POLH inh	-20%	4%
BAZ2B block	-14%	0%
POLI inh	18%	3%
APE1 inh	·	-1%

# Remaining list, next part.
17) CC(C)N(Cc1ccccc1)C(=O)CCS(=O)(=O)c1ccc2c(c1)oc(=O)n2C
18) CC1C(=O)OC2CCN3CC=C(COC(=O)[C@](C)(O)[C@]1(C)O)C23 (some centres not stated)
19) O=c1[nH]c(O)c(N=Nc2ccc(SC(F)F)cc2)c(=O)[nH]1
20) O=C1Nc2ccc(Br)cc2C(c2ccc(Cl)cc2)=NC1O (configuration not stated)
21) O=C(Cn1c(=O)c(C(F)(F)F)nc2ccccc21)N1CCC2(CC1)OCCO2
22) CN1CCc2c(c(N3CCCCC3)nc3n[nH]c(N)c23)C1
23) C#CCOc1cc(C2C3=C(COC3=O)Nc3cc4c(cc32)OCO4)ccc1OC (configuration not stated)
24) CCOc1ccc(C2CC(c3c(O)n(C)c(=O)n(C)c3=O)=NN2)cc1 (configuration not stated)
entry no.	17	18	19	20	21	22	23	24
G9a block	71µM*	-10%[2.33 µM]	11%	0%	-6%[59 µM]	19%[12.7 µM]	7%	?
Apoferritin bind	4%&-6%	-1%	-4%	-1%	10%	-5%	-11%	-7%
Pol beta inh	56%&0%	·	?	-1%	-2%	0%	-2%	20%
Pol kappa inh	3%&-13%	-1%[60.1 µM]	-10%	-3%	-2%	-3%	10%[60.1 µM]	-10%
BLM helicase inh	-2%&0%	-7%	-3%	-5%	-4%	4%	-5%	-3%
POLH inh	4%&-9%	·	-14%	-22%	-8%	-10%	-9%	-6%
BAZ2B block	-19%	·	-6%	-23%	-2%	9%	-14%	?
POLI inh	8%&-21%	·	-26%	14%	39%[activator]	18%	11%	43%[activator]
APE1 inh	37%	-1%	1%	21%	23%	-2%	0%	?

25) CN1C(=O)C(=Cc2cn(CC#N)c3ccccc23)C(=O)N(C)C1=O
26) CCCSc1nc2ccccc2c(=O)n1-c1ccccc1OC
27) COC(=O)C1=C(c2ccc3ccccc3c2)C[C@@H]2CC[C@H]1N2C(=O)NCC1CC1
28) Cn1c(=O)c(Oc2ccc(F)cc2)c(O)c2ccccc21
29) CC(C)Oc1cc(-n2c(=S)[nH]c3ccccc3c2=O)c(Cl)cc1Cl
30) COc1cc(OC)cc(C(=O)Nc2ccc(Br)cc2C(=O)c2ccccc2)c1
31) O=[N+]([O-])c1ccc(N2CCNCC2)cc1NC1CC1
32) N#CC(C#N)=NNc1ccc(-n2ccc(C(F)(F)F)n2)cc1
entry no.	25	26	27	28	29	30	31	32
G9a block	-17%	14%[59 µM]	-16%[0.501 µM]	?	35%	17%[59 µM]	8%[12.7 µM]	32µM*
Apoferritin bind	-8%	-1%	·	-8%	-23%	6%	-16%	-14%
Pol beta inh	?	11%	·	27%	-17%	46%	2%	-6%
Pol kappa inh	-4%	-15%	0%	7%	-13%	7%	·	-5%
BLM helicase inh	-11%	-9%	·	2%	-15%	0%	-3%	-17%
POLH inh	?	-8%	-5%	?	-12%	-10%	·	-23%
BAZ2B block	-5%	13%	-9%	-2%	-4%	-3%	4%[57.1 µM]	32µM*
POLI inh	?	-21%	22%	72%[activator]	-1%	13%	·	13%
APE1 inh	-1%	·	-6%	1%	2%	0%	3%	-8%

33) COC(=O)C1=C(c2ccc3ccccc3c2)C[C@@H]2CC[C@H]1N2C(=O)NCCNC(C)=O
34) CCCC(C)(COC(N)=O)COC(=O)NC(C)C (configuration not stated)
35) N#CC(C#N)=Cc1ccc(-c2ccccc2F)o1
36) O=c1c2ccccc2nc(CNCc2ccco2)n1-c1ccc(F)cc1
37) CC(C)(C)OC(=O)N1CC(O)CC1C(=O)OCC(=O)c1ccc(-c2ccccc2)cc1 (configuration not stated)
38) O=[N+]([O-])c1ccc(NCCO)c2ncccc12
39) c1ccc(-c2cc(-c3ccccc3)[n+](-c3ccccc3)c(-c3ccccc3)c2)cc1
40) O=C1NC(=S)NC(=O)C1C(=O)Nc1ccccc1
entry no.	33	34	35	36	37	38	39	40
G9a block	-3%[2.33 µM]	-1%[59 µM]	-5%	11%[59 µM]	?	?	·	·
Apoferritin bind	·	-4%	-4%	-9%	?	-8%	3%	3%
Pol beta inh	·	36%	-17%	-2%	0%	38%	-16%	·
Pol kappa inh	-5%	?	-9%	-6%	-3%	-12%	-21%	-9%[60.1 µM]
BLM helicase inh	·	-3%&4%&-10%	-2%	-5%	-7%	-4%	-7%	-13%
POLH inh	-13%	-6%	-17%	-14%	-12%	-13%	-3%	·
BAZ2B block	4%	7%	0%	-22%	-33%	2%	-12%	·
POLI inh	43%[activator]	34%[activator]	-6%	179%[activator]	-2%	35%[activator]	1%	·
APE1 inh	0%	-8%&-2%&-2%&4%	3%	0%	-1%	7%	16%	9%

41) CC(N)Cc1cn(Cc2ccccc2)c2ccccc12 (configuration not stated)
42) COCCCNC(=O)Cn1cc(/C=C2\C(=O)NC(=O)N(c3ccccc3F)C2=O)c2ccccc21
43) Cc1ccc(NC(=O)C2C3CCCC2C3c2ccccc2)c(C)c1 (configuration not stated)
44) CN(C)C(=O)Oc1ccc(OCc2n(C)c3ccccc3[n+]2C)cc1
45) O=c1cccc2n1CC1CC2CN(c2ncnc3c2cnn3-c2ccccc2)C1 (configuration not stated)
46) CCOC(=O)c1c(C)n(Cc2ccccc2)c2ccc(OCC(O)Cn3nc(C)nc3C)cc12 (configuration not stated)
47) Cc1cc(C(=O)Nc2ccccc2)nn1C(C)(C)C
entry no.	41	42	43	44	45	46	47
G9a block	?	?	?	?	-4%	-15%[59 µM]	16%
Apoferritin bind	-12%	-19%	-8%	-4%	-8%	-15%	-1%
Pol beta inh	27%	0%	20%	-3%	18%	?	-25%
Pol kappa inh	-5%	2%	-7%	-19%	5%	-2%	2%
BLM helicase inh	-5%	1%	-1%	-12%	1%	-1%	0%
POLH inh	-12%	-12%	-15%	-5%	8%	-11%	-15%
BAZ2B block	-30%	-30%	-7%	0%	-5%	-33%	0%
POLI inh	29%	102%[activator]	-6%	18%	2%[58.9 µM]	-16%	39%[activator]
APE1 inh	8%	38%	22%	3%	-3%	-6%	-2%

# An excerpt; the hit share may differ from the screen's.
